Bioassay records as filed in PubChem BioAssay.
HCT116 bCat-KO: primary screen for growth suppressors in beta-catenin knockout HCT116 cells (colon tumor, human). HCT116 beta-catenin knockout viability, CellTiter-Glo, 60 h; hits give low values. viability, % at 10 µM. hit rate 1.5% among 140,000;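 active = viability at or under a set limit, the compound median less 4 SD, cut at about 6% in these data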;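 also: 0% = Hyamine 1622 control at 20 µM and 100% = untreated cell control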
MRP1 act: H69AR viability gain despite doxorubicin, primary screen, MRP-1 activator project, H69AR cells, CellTiter-Glo. viability increase, % at 10 µM. viability rescue. AID 799, 2007. hit rate 0.61% among 140,000;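 active = viability gain under doxorubicin at or above a set limit, the compound median plus 3 SD, cut at about 4.7% in these data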;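 also: MRP-1 overexpressing cells given doxorubicin 25 µM after compound pretreatment; 18-22 h compound pretreatment then 72 h with doxorubicin before readout; 0% = doxorubicin-only wells and 100% = vehicle-treated cells without doxorubicin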
E-sel TNF inh: E-selectin induction blockers in HUVEC – imaging, immunofluorescence, high content, primary screen. HUVEC TNFa-induced E-selectin immunofluorescence. inhibition, % at 2 µM. hit rate 0.71% among 120,000;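 active = inhibition above the batch mean plus 3 SD, and confirmed as a hit on visual image review, cut at about 43% in these data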;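 also: 0% = TNF-stimulated DMSO wells and 100% = unstimulated control wells; not every result past the cut was called active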
Yeast life ext: compounds extending yeast replicative lifespan, primary screen, S. cerevisiae, OD615 | hit rate 0.68% among 130,000 | S. cerevisiae growth with nicotinamide; deaD strain in restrictive glucose medium | AID 775, 2007 | inhibition of the nicotinamide effect, % at 10 µM;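 active = inhibition above a set limit, placed 3 SD over the median of all compounds, cut at about 26% in these data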;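 also: 0% = nicotinamide-treated wells and 100% = cells grown without nicotinamide; some compounds called inactive have numbers as strong as hits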
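Assay system: engineered S. cerevisiae DeaD replicative-lifespan strain, galactose-grown log-phase cells; Buffer or medium: CSMM-D glucose medium, restrictive; Probe or stimulus: nicotinamide 1.5 mM; Compound: single dose 10 µM compound, 0.25% DMSO; Schedule: 4 h preincubation then 48 h treatment at 30 °C; Technique: OD615 measurement.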
HCT116 PTEN-null: growth suppression of PTEN-null HCT116, primary screen, cell-based, CellTiter-Glo. viability, % at 10 µM. HCT116 PTEN-null viability, 60 h; hits give low values. hit rate 1.2% among 140,000;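 active = viability at or below a set limit, 4 SD under the median of all tested compounds, cut at about 3.7% in these data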;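 also: PTEN knockout HCT116 line with beta catenin targeted HCT116 as companion control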
Phagocyt inh: inhibitors of macrophage phagocytosis, primary screen, imaging, J774A.1 cells, IgG beads | hit rate 0.07% among 110,000 | J774A.1 macrophage IgG-bead phagocytosis | inhibition, % at 5 µM;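 active = inhibition above the mean of the plate negative controls plus 5 SD, cut at about 13% in these data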;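 also: phagocytic index as fraction of beads internalized from green versus red external bead signal; plate controls were DMSO negative control for no effect and cytochalasin-D positive control for full effect; some results beyond the cut were filed as inactive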
Measles CPE: compounds protecting cells from measles virus cytopathic effect, primary screen, measles RdRp inhibitor project, single point, MLSMR library, absorbance; protection (pct of control), % at 4 µM; hit rate 1.5% among 140,000; Measles virus-infected cells, CPE protection; AID 841, 2007; in the data active = protection mostly above about 24%, no sharp cut-off; inactive = mostly below about 26%; also: some compounds called inactive have numbers as strong as hits
GALR2 antag: GALR2 antagonists in receptor-expressing cells, primary screen; AID 828, 2007; antagonist mode; Galanin receptor type 2 (Homo sapiens), O43603; inhibition, % at 4 µM; hit rate 0.39% among 140,000; in the data active = inhibition above about 27%;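 also: cells stimulated with galanin 1-16 at roughly its EC80; 0% = agonist challenge control and 100% = basal control without agonist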
Target sequence (O43603 whole entry, looked up): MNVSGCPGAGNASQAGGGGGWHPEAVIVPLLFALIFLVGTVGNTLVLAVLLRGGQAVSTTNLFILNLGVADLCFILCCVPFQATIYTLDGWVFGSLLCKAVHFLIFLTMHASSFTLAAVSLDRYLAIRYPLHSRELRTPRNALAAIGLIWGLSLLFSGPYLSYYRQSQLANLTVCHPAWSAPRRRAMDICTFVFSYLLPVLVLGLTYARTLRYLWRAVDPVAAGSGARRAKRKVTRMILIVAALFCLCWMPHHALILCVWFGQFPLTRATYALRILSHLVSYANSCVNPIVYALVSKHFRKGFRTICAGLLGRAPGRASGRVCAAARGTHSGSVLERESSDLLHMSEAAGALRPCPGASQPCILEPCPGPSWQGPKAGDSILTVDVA
BB579 growth dn: growth inhibitors of yeast BB579 in restrictive medium, primary screen, yeast lifespan-shortening project, S. cerevisiae. hit rate 0.51% among 140,000. OD615, 48 h. inhibition, % at 10 µM;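 active = inhibition above a set limit, 3 SD over the mean compound inhibition, cut at about 44% in these data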; also: inactives centre near -24
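Test system: S. cerevisiae DeaD strain BB579 yeast; Medium: restrictive CSMM-D medium; Compound: one dose, 10 µM compound with 0.25% DMSO; Incubation: 4 h cell preincubation, 48 h compound exposure, 30 °C humidified; Signal: OD at 615 nm; Benchmarks: amphotericin B at 10 µg/mL as positive control.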
NPY Y2 blocker: NPY-Y2 receptor antagonists, primary screen, cell-based | hit rate 0.99% among 140,000 | NPY-Y2 expressing cells, antagonist mode | inhibition, % at 2.7 µM | AID 793, 2007 | Neuropeptide Y receptor type 2 (Homo sapiens), P49146; in the data active = inhibition above about 17%;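 also: 0% = vehicle with agonist challenge and 100% = reference antagonist with challenge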
Target sequence (P49146 whole entry, looked up): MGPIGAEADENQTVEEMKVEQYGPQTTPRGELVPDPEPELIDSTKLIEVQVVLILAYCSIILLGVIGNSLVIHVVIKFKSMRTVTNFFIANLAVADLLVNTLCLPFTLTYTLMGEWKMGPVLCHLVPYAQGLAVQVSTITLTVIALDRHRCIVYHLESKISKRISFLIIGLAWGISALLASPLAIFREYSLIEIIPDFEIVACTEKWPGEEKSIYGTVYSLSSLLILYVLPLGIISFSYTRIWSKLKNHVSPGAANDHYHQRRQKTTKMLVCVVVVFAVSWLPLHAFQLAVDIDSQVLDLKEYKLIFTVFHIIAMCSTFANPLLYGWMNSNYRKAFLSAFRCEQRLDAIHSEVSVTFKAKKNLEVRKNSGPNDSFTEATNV
Numbers without * were called inactive; . = no result given.

SMILES	HCT116 bCat-KO	MRP1 act	E-sel TNF inh	Yeast life ext	HCT116 PTEN-null	Phagocyt inh	Measles CPE	GALR2 antag	BB579 growth dn	NPY Y2 blocker
COC(=O)c1ccccc1NC(=O)c1ccccc1N(C)S(C)(=O)=O	107	-0.9	-4	-2	101	0	17	5	-17	0
Cc1cccc2sc(NC(=O)C3CCCO3)nc12 (configuration not stated)	98	-0.8	-1	-8	105	.	5	-7	-33	3
CCOc1ccccc1CNC(=O)CCN1C(=O)COc2ccccc21	100	-2.0	-2	-10	82	-1	5	5	-32	1
COCCn1c(SCC(=O)Nc2ccc(N3CCOCC3)cc2)nc2ccccc21	92	-1.6	-2	5	91	-7	23	-1	-28	1
Cc1ccc(-n2nc3c(c2NC(=O)c2ccccc2Br)CS(=O)C3)cc1 (configuration not stated)	90	-1.4	.	-8	104	-1	9	0	-6	1
CC(c1nnc(SCC(=O)N2CCc3ccccc32)n1-c1ccc(Cl)cc1)N(C)C (configuration not stated)	106	-0.9	.	6	100	.	12	1	-31	0
C/C(=N/NC(=O)C1CC1(c1ccccc1)c1ccccc1)c1cccs1 (configuration not stated)	82	-0.1	-11	5	64	-5	4	-2	-42	-1
CCOC(=S)SCC(=O)N1CCc2ccccc2C1C1C(=O)CCCC1=O (configuration not stated)	86	-0.3	17	10	102	-9	13	-3	-5	0
COc1ccc(CC(=O)NNS(=O)(=O)c2ccc3ccccc3c2)cc1OC	96	-3.6	.	5	89	0	9	5	-2	2
Cc1nn(C(C)C(=O)N2CCN(c3ccccn3)CC2)c(=O)c2cc3occc3n12 (configuration not stated)	99	-3.3	-37	-6	96	1	11	4	-12	1
O=C(Cc1ccc(Cl)cc1)Nc1ccc(-c2nnc(-c3ccco3)o2)cc1	27	-5.8	.	-9	22	-1	5	-11	-29	3
O=C(OCn1cncn1)c1ccc(Cl)cc1Cl	98	-1.8	.	-10	105	1	38	2	-6	6
CCOC(=O)C1CCCN(CCC(=O)Nc2ccc(C)cc2)C1 (configuration not stated)	92	-3.0	-20	.	108	.	5	4	-7	2
COC(=O)c1cc2nc(-c3ccccc3)cc(C(F)(F)F)n2n1	83	2.5	1	.	106	.	13	-10	-25	5
CCOc1ccc(OCC)c(N=c2oc3c(C)ncc(CO)c3cc2C(N)=O)c1	86	-1.6	-20	-25	105	1	50*	-7	-31	-1
CC(=O)N1c2ccccc2N(Cc2ccc([N+](=O)[O-])cc2)C(=O)C1(C)C	78	-1.4	-27	-5	95	-2	12	4	-16	2
Cc1cc([N+](=O)[O-])cc(C)c1OCC(=O)N/N=C/c1ccc(OC(=O)c2ccccc2)cc1	71	-3.7	.	2	77	-7	4	-10	-52	20*
Cc1ncsc1C(=O)Nc1nc2c(s1)CCCC2	60	-4.4	-3	-23	54	0	21	3	-13	0
Cc1cc(C)n(/N=C/c2ccccc2)c(=O)c1C#N	116	0.1	21	-14	110	-1	1	6	1	3
CC1(C)CC(=O)C(C2(O)C(=O)N(Cc3ccccc3)c3ccccc32)CO1 (configuration not stated)	14	-4.2	.	-8	12	-1	3	5	-18	6
Cc1ccc2nc(NC(=O)CCNS(=O)(=O)c3ccc(Br)s3)sc2c1	74	-0.5	.	-7	63	2	3	-6	-18	0
N#Cc1cc(C(=O)c2cc(Cl)ccc2O)cn(CC2CCCO2)c1=O (configuration not stated)	98	-2.3	21	-25	85	-1	9	-6	-33	-2
COC(=O)c1ccc(C(=O)Nc2cc(Cl)ccc2Cl)cc1NC(=O)c1ccccc1C	22	-3.0	-33	0	37	-1	15	-9	-44	4
CN1CCC(=NNC(=O)c2cn(-c3ccccc3)nc2-c2ccccc2)CC1	90	-2.0	9	-1	86	-4	7	-26	-43	2
CCCCn1c(SCC(=O)Nc2nnc(CC)s2)nc2ccccc2c1=O	89	-1.9	-48	-1	101	-5	32*	13	-72	8
CC1(C)Cc2ccccc2-c2n[nH]c(=S)n21	107	0.6	.	-8	102	0	8	-3	-40	2
O=S(=O)(c1ccccc1)C1(S(=O)(=O)c2ccccc2)CCCC1	89	-2.9	-30	2	90	0	11	-2	-22	3
CN(C)S(=O)(=O)c1cccc(CSc2cccc[n+]2[O-])c1	92	-1.4	-14	-11	97	0	5	-3	-6	2
CCOC(=O)C1CCCN(C(=O)C2CCC(CNS(=O)(=O)c3ccc(NC(C)=O)cc3)CC2)C1 (configuration not stated)	89	-1.9	.	3	92	.	4	-3	-53	2
O=C(OCCN1C(=O)c2ccccc2C1=O)c1ccco1	100	1.1	-17	.	105	.	12	-6	-29	-2
CC1=NN(C(=O)Cn2ccc([N+](=O)[O-])n2)C(O)(C(F)(F)F)C1 (configuration not stated)	104	-2.6	-12	1	101	-3	5	2	9	3
CC(C)Cc1nnc(NC(=O)CCC(=O)NC2CCCc3ccccc32)s1 (configuration not stated)	83	-2.6	16	3	100	2	9	-18	-6	2
COc1ccc(CN2CCOCC2)c(C)c1C	92	-1.2	-65	-16	89	5	7	4	-9	2
CCOC(=O)C(C)On1c(-c2ccccc2)nc2ccc([N+](=O)[O-])cc21 (configuration not stated)	74	-2.6	8	-18	72	0	15	-9	-45	2
O=C(COC(=O)CCCN1C(=O)c2cccc3cccc(c23)C1=O)Nc1cccc(Br)c1	89	0.8	.	5	92	-5	7	-18	-33	4
Cc1ccnn1CC(=O)N/N=C/c1ccco1	92	-1.1	26	-4	100	.	6	5	-3	0
CC(C)Oc1ccc(CSC(=N)N)cc1	88	7.9*	-33	-13	94	.	11	-2	-5	5
Cc1nnc(NC(=O)c2ccc(Br)cc2)s1	29	-3.4	5	-10	51	-1	4	6	-10	4
CCOC(=O)c1ccccc1N/C=C/C(=O)c1cccs1	64	-2.1	.	-9	61	-5	.	27*	-16	6
CCCOc1ccc2[nH]cc(C(=O)O)c(=O)c2c1	108	-0.6	.	-9	104	-3	4	0	-45	-2
CCc1ccc(C2=C/C(=C/c3cccnc3)C(=O)O2)cc1	96	-1.0	.	1	102	-9	25	-4	-20	1
Cc1cc(C)c2c(=O)[nH]c(SCC(=O)Nc3ccc(N(C)C)cc3)nc2n1	91	-1.7	-1	-3	98	.	4	-7	-38	3
O=C(Nc1cccc(S(=O)(=O)NCc2ccco2)c1)c1cc(-c2ccccc2)nc2ccccc12	29	-2.8	.	7	21	-2	8	0	-19	7
CSc1ccc(/C=C(\C#N)C(=O)NC2CCCCC2)cc1	100	-1.3	29	-1	96	-9	9	-12	-3	0
O=c1c2ccc(Cl)cc2[nH]c(=S)n1CCC1=CCCCC1	92	2.4	.	0	88	-1	13	0	-33	0
CCN1CCN(C(=O)c2nn(-c3ccc(C)cc3)c(=O)c3c2c2ccccc2n3C)CC1	96	-1.4	.	-8	104	-2	10	6	-52	2
COc1ccccc1NC(=S)N1CCN(c2ccccn2)CC1	97	-0.1	2	4	100	2	19	-4	-41	5
COc1ccc(OC)c(NC(=O)c2sc3nc(Cc4ccccc4)cc(C(F)(F)F)c3c2N)c1	72	-2.5	7	-5	80	-1	4	8	-34	0

Sorted by the number under NPY Y2 blocker (lowest first): some entries from above
Molecule,E-sel TNF inh,Yeast life ext,Phagocyt inh,Measles CPE,GALR2 antag,NPY Y2 blocker
CC1(C)Cc2ccccc2-c2n[nH]c(=S)n21,.,-8,0,8,-3,2
Cc1cc(C)n(/N=C/c2ccccc2)c(=O)c1C#N,21,-14,-1,1,6,3
Cc1cc([N+](=O)[O-])cc(C)c1OCC(=O)N/N=C/c1ccc(OC(=O)c2ccccc2)cc1,.,2,-7,4,-10,20*

Going on with the list:
SMILES	HCT116 bCat-KO	MRP1 act	E-sel TNF inh	Yeast life ext	HCT116 PTEN-null	Phagocyt inh	Measles CPE	GALR2 antag	BB579 growth dn	NPY Y2 blocker
COc1ccc(C(=O)Oc2cc(/C=N/NC(N)=S)ccc2OC)cc1	100	-4.2	-28	-12	90	.	4	-7	-31	5
O=C1CCC/C(=N\NC(=O)c2ccc(NS(=O)(=O)c3ccc(Br)cc3)cc2)C1	85	-1.9	5	-6	88	1	3	-1	-38	1
CCOC(=O)n1c(SCC(N)=O)nc2ccccc21	103	-2.8	-27	-3	105	.	3	-8	-32	2
Cc1cc(Cl)ccc1NC(=O)C1CCCN1C(=O)c1cccs1 (configuration not stated)	99	-1.1	.	-2	92	-4	26	1	-8	1
CNc1ccc(Br)cc(C(=O)/C=C/c2ccc(OC)cc2)c1=O	48	-2.6	.	6	37	-2	13	20	-30	9
C=CCn1c(=O)c2ccc(C(=O)NCc3ccccc3)cc2n(Cc2ccc(Cl)cc2)c1=O	77	-3.6	6	-5	77	.	4	-8	-18	6
COC(=O)c1cc2ccsc2n1Cc1nc(-c2ccc(OC)cc2)oc1C	83	0.4	-15	8	76	0	4	6	-74	5
CCN(CC)C(=O)CN(c1cc(Cl)ccc1OC)S(C)(=O)=O	97	-0.5	-27	-7	86	.	16	16	1	-1
N#C/C(=C\c1ccc(-c2ccc(S(=O)(=O)N3CCOCC3)cc2)o1)C(=O)NC1CC1	95	-0.9	.	4	103	-6	11	12	-55	2
O=C1c2ccccc2C(Nc2ccc(S(=O)(=O)N3CCOCC3)cc2)N1c1cccnc1 (configuration not stated)	92	-3.1	.	-11	75	0	13	-2	-8	1
O=S(=O)(c1cccc(Cl)c1Cl)N1CCCCC1	80	-1.0	19	-7	78	0	1	16	-37	6
Cc1cc(-c2nc3cccnc3s2)ccc1NS(=O)(=O)c1ccc2c(c1)OCCO2	91	-0.8	13	-3	88	0	2	0	-2	10
Cc1cccc(C)c1-n1nnnc1C1(Nc2ccccc2)CCCCC1	63	-0.8	-12	-1	60	2	21	-10	-33	7
Cc1c(NC(=O)C(C)OC(=O)c2ccc(Cl)nc2)c(=O)n(-c2ccccc2)n1C (configuration not stated)	94	-0.9	6	4	102	-6	10	4	-31	1
CCCCSc1nnc([C@H](C)NC(=O)OC(C)(C)C)o1	94	-1.8	-11	-6	90	0	18	4	-26	6
COc1ccc(/C=C2/N=C(SCC(=O)Nc3cc(C)on3)N(c3ccccc3)C2=O)cc1	81	-5.4	-1	2	85	-9	11	-5	-43	-1
COc1cc(NC(=O)CN(c2ccc(C)cc2)S(=O)(=O)c2c(C)nn(C)c2C)cc(OC)c1	95	-1.4	22	2	89	-1	17	-6	-15	1
O=C1CS/C(=C\S(=O)(=O)c2ccc(Cl)cc2)N1	94	-0.5	25	-7	104	0	5	-15	-8	-2
O=C(Nc1ncc(Cc2ccc(SC(F)F)cc2)s1)c1ccccc1	16	-3.8	19	-1	18	.	5	1	0	8
Cc1ccnc(NS(=O)(=O)c2cccc3nsnc23)c1	111	-0.1	-23	-17	95	-2	.	-1	-39	1
Cc1ccc2cc(C)c(NCCO)nc2c1	101	-0.5	30	-2	100	-3	9	8	-18	0
